Screening data (PubChem)
Epigenetic derep – Quantitative High-Throughput Screen for Regulators of Epigenetic Control; Potency, µM (titrated, usually from 53.9 µM), for the others: top-dose GFP activation, most hits filed as activators; murine LDR cells, GFP reporter derepression, 30 h; AID 1865, 2009; 280,000 compounds, 0.2% hits; active = well fitted activation curve with a large enough effect; inconclusive = small, poorly fitted or top-dose-only effect; also: % of control where 0% means no effect; nearly all actives have a fitted effect of over 60% in size
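Reporter derepression read as number of fluorescent GFP-positive objects, 20-120 um in size, counted by laser-scanning cytometer. Mouse LDR line with an epigenetically silenced CMV-GFP locus; compound incubation 30 h, 37 C.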
Active calls of the source: *; ? = inconclusive. Potency is read from the fitted curve at half-maximal effect. This is a subset; the hit share may differ from the screen's.

SMILES	Epigenetic derep
CCOc1ccccc1NS(=O)(=O)c1ccc2c(c1)CC(C)N2C(=O)C1CC1 (stereo unspecified)	0.1%
COc1ccc(Nc2nc(-c3ccccc3)c3cc(Br)ccc3n2)cc1	-1.6%
COc1ccc(CCNC(=O)c2nc(SCc3ccc(C)cc3)ncc2Cl)cc1OC	15%
COC(=O)c1ccc(NC(=O)C(C)Sc2nc(=O)cc(N)n2CCc2ccccc2)cc1 (stereo unspecified)	0.8%
COc1ccccc1NC(=O)c1sc(-c2ccc(Cl)cc2)cc1N	0.0%
Cc1ccc2c(CC(=O)Nc3c(C(=O)c4ccc(F)cc4)oc4ccccc34)coc2c1	-1.9%
COc1cccc(NC(=O)CCc2nnc3n(Cc4ccccc4Cl)c(=O)c4ccccc4n23)c1	?
COc1cccc(C(=O)c2c(N)c(-c3nc(-c4ccccc4)cs3)c3ccccn23)c1	0.5%
CC(C)C(=O)Nc1cccc(C(=O)Nc2nnc(C(F)(F)F)s2)c1	-0.1%
CCN1C(=O)c2ccccc2S(=O)c2ccc(C(=O)N3CCN(c4cccc(Cl)c4)CC3)cc21 (stereo unspecified)	-0.3%
COc1ccc(-c2nnc(C3CCN(S(=O)(=O)c4cccc(Cl)c4)CC3)o2)cc1	?
CCCc1c(C)c2ccc(O)c(CN3CCN(c4ccc(F)cc4)CC3)c2oc1=O	-5.8%
O=C1C(=O)N(C2CCN(C(=O)c3cccc(Cl)c3)CC2)CCN1Cc1ccc(F)cc1	-0.6%
COc1ccc(CNC(=O)c2cccn2-c2nnc(N3CCCCC3)s2)c(OC)c1	11%
CC(=O)c1ccc(NC(=O)C2=CC(c3ccc(C)cc3)=NS(=O)(=O)N2C)cc1	5.6%
CCOC(=O)c1c(C)[nH]c(C)c1S(=O)(=O)N(C)CC(=O)N1CCN(c2cccc(C)c2C)CC1	-1.8%
Cc1cn2c(=O)cc(COc3cccc(NC(=O)c4ccccc4C)c3)nc2s1	1.2%
O=C(Cn1cc(C(=O)C2CCCCC2)c2ccccc21)Nc1ccccc1Cl	7.7%
COc1ccc(OC)c(NC(=O)c2nc(SCc3ccccc3F)ncc2Cl)c1	3.8%
Cc1ccccc1CSc1ncc(Cl)c(C(=O)Nc2nc3ccc(F)cc3s2)n1	2.4%
CC1=C(c2ccc(C(C)C)cc2)S(=O)(=O)N=C1N1CCN(c2ccccc2F)CC1	6.2%
O=C(Nc1ccc(Cl)c(Cl)c1)N(Cc1c[nH]c2ccccc12)C1CCCCC1	2.3%
Cc1cccc(N2CCN(C(=O)C3CCCN(C(=O)c4cc5sccc5n4C)C3)CC2)c1C (stereo unspecified)	0.0%
COc1cc(Cl)c(C)cc1NC(=O)c1cn(C2CCCC2)c(=O)c2c1c1ccccc1n2C	-0.2%
Cc1ccc(NC(=O)CN2C(=O)C(c3ccc(F)cc3)=NC2(C)C)c(C)c1	-3.4%

(further entries)
SMILES	Epigenetic derep
CCc1ccc(CNC(=O)C2CCN(C(=O)c3ccc(-n4ccc5ccccc54)s3)CC2)cc1	-3.0%
CCc1ccc(CNC(=O)c2ccc3c(c2)N=C(C)c2cc(C)ccc2S3)cc1	1.3%
O=C(Cn1cc(SCc2ccc(C(F)(F)F)cc2)c2ccccc21)N1CCOCC1	4.1%
CC(C)OC(=O)c1c(NC(=O)COc2cccc(Br)c2)sc2c1CCCC2	0.8%
CCCCN(CC)CCCNC(=O)c1nn(-c2ccc(OC)cc2)c(=O)c2c1c1ccccc1n2C	8.1%
CCOc1ccc(-c2cc(C(=O)NCCc3ccccc3)c3c(-c4ccc(C)cc4)[nH]nc3n2)cc1	0.3%
COc1ccc(-c2nsc(NC(=O)c3oc4ccc(Cl)cc4c3C)n2)cc1	-0.9%
CCOc1ccc(C(=O)Nc2c(C)nc(Nc3ccccc3)nc2Nc2ccccc2)cc1OCC	14%
CCOc1ccc(C(=O)N2CC(=O)Nc3ccc(C)cc3C2c2ccc(F)cc2)cc1OCC (stereo unspecified)	0.6%
Cc1ccc(-c2cc(N)n(Cc3cccc(Cl)c3)n2)cc1	-1.1%
CCn1c(C(=O)N2CCC(C(=O)N3CCN(c4cccc(C)c4C)CC3)CC2)cc2sccc21	0.0%
Cc1ccc(C(=O)Nc2ccc3[nH]c(=O)c(=O)[nH]c3c2)cc1	0.1%
Cc1ccc(NC(=O)N2CCN3CCCCC3C2)cc1C (stereo unspecified)	-1.6%
O=C(CNS(=O)(=O)c1cccs1)N1CCN(c2ccccc2Cl)CC1	0.0%
Cc1ccccc1OC(=O)CSc1nnc(-c2ccc(F)cc2)o1	-3.9%
CCOc1ccc(-n2ccn3c(CC(C)CC(=O)O)nnc3c2=O)cc1 (stereo unspecified)	-1.8%
CCN1C(=O)C2(c3ccccc31)c1c(oc3ccccc3c1=O)C(=O)N2CCOC (stereo unspecified)	-1.9%
CCOc1ccc(C(CC(=O)O)N2Cc3ccccc3C2=O)cc1OC (stereo unspecified)	2.3%
CCn1cc(C(=O)N2CCN(c3cc(C)ccc3C)CC2)c(=O)c2cc(S(=O)(=O)N3CCOCC3)ccc21	1.6%
Cc1cccc(CSCCNC(=O)CN(c2ccccc2)S(=O)(=O)N(C)C)c1	1.9%
CCc1ccc(NC(=O)CN2C(=O)C(c3ccc(Cl)cc3)=NC23CCCCC3)cc1	-3.2%
CCOC(=O)COc1ccc(C)cc1C(=O)c1ccn2nc(-c3ccc(C)cc3)cc2n1	12%
Cc1cccc(NC(=O)Cn2c(=O)n(Cc3ccccc3)c(=O)c3oc4ccccc4c32)c1C	1.3%
COC(=O)c1cc2oc3ccccc3c2n1Cc1cccc(C)c1	1.1%
CC(C)OCCCN(Cc1ccco1)C(=O)c1cc2c(s1)-c1ccccc1OC2	1.1%

(listing goes on)
SMILES	Epigenetic derep
CC(=O)Nc1ccc(S(=O)(=O)N2CCC(N3CCN(Cc4ccc(C)cc4)C(=O)C3=O)CC2)cc1	-3.7%
COc1ccc2[nH]cc(CCN=C(NC(=O)c3cccc(Cl)c3)Nc3nc(C)cc(C)n3)c2c1	0.0%
O=C(Nc1ccc2oc(-c3cccnc3)nc2c1)c1ccc(-c2cccc(Cl)c2)o1	-1.6%
Cc1ccc(Cl)cc1NC(=O)/C(C#N)=C/c1c(C)n(Cc2ccccc2)c2ccccc12	-0.8%
CCN(CC)CCCNC(=O)c1nn(-c2ccc(C)cc2)c(=O)c2c1c1ccccc1n2C	-1.1%
COc1cccc(C(=O)NC2=NC(c3ccc(N(C)C)cc3)CC(=O)N2)c1 (stereo unspecified)	1.1%
CCCCC(CC)CNC(=O)c1ccc2c(=O)n(Cc3ccc(OC)cc3)c(=O)[nH]c2c1 (stereo unspecified)	6.5%
Cc1cc(C)cc(NC(=O)N2CCN(C)c3ncccc32)c1	-1.5%
COc1ccccc1CNC(=O)CCn1c(=O)c2ccccc2n(CC(=O)Nc2ccc(Br)cc2F)c1=O	0.9%
CCN(C(=O)c1nn(-c2ccc(OC)c(Cl)c2)c(=O)c2c1c1ccccc1n2C)c1cc(OC)ccc1OC	-1.0%
CCn1c2ccccc2c2cc(CN3CCN(Cc4ccc(Cl)cc4)CC3)ccc21	-0.8%
O=C(Nc1ccc(Cl)cc1)C(NS(=O)(=O)c1cccs1)c1ccccc1 (stereo unspecified)	-1.8%
CCOC(=O)c1ccc(N2C(=O)c3n[nH]c(-c4cccs4)c3C2c2cccc(OC)c2)cc1 (stereo unspecified)	-3.7%
COCCN1Cc2cccc(C(=O)Nc3ccc(C(=O)OC)cc3)c2C1=O	-1.9%
COc1ccc(C2(N3CCN(c4cccc(C)c4C)CC3)C(=O)c3ccccc3C2=O)cc1	4.8%
Cn1c(=O)oc2cc(S(=O)(=O)NCCC(=O)NCc3ccc(F)cc3)ccc21	-2.7%
COc1cc(-c2nc3ccc(Cl)cn3c2Nc2ccc3c(c2)OCCO3)ccc1O	1.7%
CCN(CC)c1ccc(NC(=O)c2sc3nc4c(cc3c2N)CN(C)CC4)cc1	-0.2%
c1ccc(-c2noc(-c3cccnc3NCc3ccco3)n2)cc1	-4.7%
COc1ccc(NC(=O)Cn2c(=O)n(CCc3ccccc3)c(=O)c3ccccc32)cc1	-1.8%
CC1=Nc2cc(C(=O)NC(C)C)ccc2Sc2ccc(C)cc21	1.4%
Cc1ccc2c(CN3CCN(Cc4ccccc4Cl)CC3)cc(=O)oc2c1	1.8%
CCCSc1ncc(Cl)c(C(=O)Nc2ccc(CC)cc2)n1	-1.9%
CN(C(=O)CSc1nc2ccccc2[nH]1)c1ccc(F)cc1	0.0%
CCOC(=O)c1c(-c2ccc(OC)cc2)oc2ccc(OCc3ccccc3C)cc12	0.3%

Six of the entries above in order of their number in Epigenetic derep, low to high:
SMILES	Epigenetic derep
CCOC(=O)c1ccc(N2C(=O)c3n[nH]c(-c4cccs4)c3C2c2cccc(OC)c2)cc1 (stereo unspecified)	-3.7%
COCCN1Cc2cccc(C(=O)Nc3ccc(C(=O)OC)cc3)c2C1=O	-1.9%
Cc1cc(C)cc(NC(=O)N2CCN(C)c3ncccc32)c1	-1.5%
CCN(CC)CCCNC(=O)c1nn(-c2ccc(C)cc2)c(=O)c2c1c1ccccc1n2C	-1.1%
CCOC(=O)c1c(-c2ccc(OC)cc2)oc2ccc(OCc3ccccc3C)cc12	0.3%
Cc1ccc2c(CN3CCN(Cc4ccccc4Cl)CC3)cc(=O)oc2c1	1.8%

Carrying on:
SMILES	Epigenetic derep
CC1CCN(S(=O)(=O)c2ccc3c(c2)c(=O)c(C(=O)N2CCN(c4cccc(Cl)c4)CC2)cn3C)CC1	1.5%
Cc1cccc(NC(=O)Cn2nnc(C(=O)NCc3cccs3)c2N)c1	3.2%
COc1ccc2nc3sc(C(=O)Nc4cc(Cl)c(OC)cc4OC)cc3cc2c1	7.2%
CN(C(=O)CSc1cn(CC(=O)N2CCCC2)c2ccccc12)c1ccccc1	7.0%
COc1ccccc1NC(=O)c1c(NC(=O)c2ccccc2Cl)sc2c1CCC2	1.9%
CC(=O)Nc1ccc(-c2nnc3n(Cc4ccc(C)cc4)c(=O)c4ccccc4n23)cc1	-1.9%
CCCCOc1ccc(Cn2c(=O)sc3ccccc32)cc1OC	0.0%
CCCCN(CC)CCNC(=O)Cn1c(=O)c2cccn2c2cccnc21	3.4%
CCOc1ccccc1CNC(=O)CCn1ccc2cc(S(=O)(=O)N3CCC(C)CC3)ccc21	-1.1%
COc1cc(-c2nc(Cn3nnc(C(=O)Nc4ccccc4C)c3C)c(C)o2)cc(OC)c1OC	0.0%
Cc1ccc(-c2cn3ccc(C)cc3n2)cc1	-1.6%
Cc1ccccc1NC(=O)c1c(C)oc2ccc(O)c(CN3CCCCCC3)c12	0.0%
O=C(CCn1ccc2cc(S(=O)(=O)N3CCCC3)ccc21)NCc1ccccc1Br	-0.8%
COc1ccc(OC)c(CCNC(=O)C(C)n2c(C)c3cnn(-c4ccccc4)c(=O)c3c2C)c1 (stereo unspecified)	-2.9%
O=C(c1ccc2c(c1)N(Cc1ccccc1F)C(=O)c1ccccc1S2=O)N1CCN(c2ccccc2)CC1 (stereo unspecified)	-1.1%
CCc1ccccc1NC(=O)Cn1ncc2c(C)n(Cc3ccccc3F)c(C)c2c1=O	-3.2%
O=C(NCc1ccco1)c1ccc2c(c1)N(Cc1ccc(F)cc1)C(=O)c1ccccc1S2=O (stereo unspecified)	-0.3%
O=C(NCCCc1nc2ccccc2n1Cc1ccc(Cl)cc1)c1ccco1	-1.9%
Cc1cc(C)cc(NC(=O)c2nnn(Cc3cccc(Br)c3)c2N)c1	-1.1%
C#CC(C)(CC)NC(=O)c1cc2c(n(-c3ccc(Cl)cc3)c1=O)CC(C)(C)CC2=O (stereo unspecified)	0.0%
CCN(c1ccccc1)S(=O)(=O)c1ccc(NC(=O)c2cc(=O)c3cc(C)c(C)cc3o2)cc1	-1.0%
COc1ccc2cc(CNc3ccc(C)cc3)c(=O)n(CC(=O)Nc3ccc(OC)c(Cl)c3)c2c1	-0.6%
COc1cc(Cl)c(C)cc1NC(=O)c1cnn(-c2ccc(C)cc2)c1-n1cccc1	2.2%
O=c1c2ccccc2n(Cc2cccc(Cl)c2)c(=O)n1Cc1ccccc1	-0.6%
CCN(CC)c1ccc(-c2nc(-c3ccncc3)no2)cc1[N+](=O)[O-]	-1.6%

A second format for part of the listing above.
Molecule,Epigenetic derep
CCCCN(CC)CCNC(=O)Cn1c(=O)c2cccn2c2cccnc21,3.4%
CCOc1ccccc1CNC(=O)CCn1ccc2cc(S(=O)(=O)N3CCC(C)CC3)ccc21,-1.1%
COc1cc(-c2nc(Cn3nnc(C(=O)Nc4ccccc4C)c3C)c(C)o2)cc(OC)c1OC,0.0%
Cc1ccc(-c2cn3ccc(C)cc3n2)cc1,-1.6%
Cc1ccccc1NC(=O)c1c(C)oc2ccc(O)c(CN3CCCCCC3)c12,0.0%

Continuation.
SMILES	Epigenetic derep
COc1ccc(NC(=O)C(C)n2nc(-c3cc(C)ccc3C)c3c(c2=O)CCCC3)cc1 (stereo unspecified)	0.7%
COc1cc(NS(=O)(=O)c2ccc(NC(=O)COc3ccc(Cl)cc3Cl)cc2)nc(OC)n1	-0.8%
COc1cc(OC)cc(-c2nc3nc(C)c(CCC(=O)Nc4ccc(F)cc4F)c(C)n3n2)c1	5.1%
Cc1ccc(C)c(N2CCN(Cc3csc(C)c3C)CC2)c1	-0.4%
COc1ccc(C(CNC(=O)COc2cc(C)cc(C)c2)N2CCCCC2)cc1 (stereo unspecified)	0.5%
CCS(=O)(=O)N1CCc2cc(C(=O)NCc3ccccc3Cl)ccc21	-2.6%
CC(=O)c1cccc(NC(=O)CCc2c(C)nc3nc(CN)nn3c2C)c1	-3.2%
CN(C(=O)CSc1cn(CC(=O)N2CCOCC2)c2ccccc12)c1ccccc1	8.9%
Cc1ccc(C)c(N2CCN(S(=O)(=O)c3ccc(-c4cc(C(F)(F)F)on4)s3)CC2)c1	-0.4%

Given with each value named: entries from further up
COc1ccc(NC(=O)C(C)n2nc(-c3cc(C)ccc3C)c3c(c2=O)CCCC3)cc1 (stereo unspecified)
  Epigenetic derep: 0.7%
Cc1ccc(C)c(N2CCN(Cc3csc(C)c3C)CC2)c1
  Epigenetic derep: -0.4%
